SW480 rerep: A quantitative high throughput screen for small molecules that induce DNA re-replication in SW480 colon adenocarcinoma cells; Potency, µM (highest dose often 46.1 µM), for inactives: at the highest dose re-replication activation, usual class: activators; SW480 DNA re-replication, Hoechst DNA content imaging, 48 h; actives 1.8% (n = 340,000); AID 624297, 2012; also: % of control where 0% means no effect; nearly all actives have a fitted effect of over 55% in size
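Image-based read-out: total Hoechst fluorescence of nuclei (405 nm excitation, 500-530 nm emission), with hits raising the fraction of high-intensity nuclei. SW480 colon cells incubated 48 hr with compounds at 37 C.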
MCF10A rerep: A quantitative high throughput screen for small molecules that induce DNA re-replication in MCF 10a normal breast cells; MCF 10A DNA re-replication, Hoechst nuclear intensity, 48 h; Potency, µM (series often up to 46.1 µM), for inactives: top-dose activity, positive = re-replication, actives largely listed as activators; actives 2.9% (n = 350,000); AID 624296, 2012; also: % of control where 0% means no effect; nearly all actives have a fitted effect of over 50% in size
ATXN viability: Viability Counterscreen for Primary qHTS for Inhibitors of ATXN expression | actives 0.49% (n = 400,000) | AID 651635, 2014 | Potency, µM (series often up to 56.7 µM), actives largely listed as cytotoxic | S2 cells (HEK-293 line with an ATXN2-luciferase reporter) viability, CellTiter-Fluor protease fluorescence, 24 h; also: nearly all actives have a fitted effect of over 40% in size
* marks the source's active call; other numbers are inactive results; i = inactive; ? = inconclusive; · = not tested or not shown. Calls follow the shape of the dose curve; as a rule, active = well fitted curve in the direction sought with a large enough effect; inconclusive = small, poorly fitted or top-dose-only effect, or another doubt; inactive = no such curve, though single readings can be large; an effect the other way counts as inactive or inconclusive. Potency is read from the fitted curve at half-maximal effect. This is a subset, so the mix of outcomes need not match the whole.

Structure | SW480 rerep | MCF10A rerep | ATXN viability
Cc1ccc2cc(CNC(C)CO)c(N3CCC(O)CC3)nc2c1 (stereo unspecified) | · | · | i
COc1cc(=O)n2c(c1C(=O)NCc1ccco1)CCN(Cc1cc3ccccc3[nH]1)CC2 | · | · | i
Cc1cnc(-n2ncc(C(=O)N[C@H]3CCCCNC3=O)c2C2CC2)nc1-c1cccs1 | · | · | i
CCC1CN(Cc2c(C)nc3sccn23)Cc2cc(OC)ccc2O1 (stereo unspecified) | · | · | i
C[C@@H]1NC(=O)[C@@H](N)CNC(=O)[C@H](C2CCNC(N)=N2)NC(=O)/C(=C/NC(N)=O)NC(=O)[C@H](CNC(=O)C[C@@H](N)CCCN)NC1=O (stereo partly specified) | · | · | i
Cc1cc2c(c(-c3cnccn3)c1)OC(CNC(=O)c1cc(Cl)ccc1F)C2 (stereo unspecified) | · | · | i
COc1cccc(CNC(=O)c2c(OC)cc(=O)n3c2CCN(C(=O)C2CC24CCCCC4)CC3)c1 (stereo unspecified) | · | · | i
Cc1cc(C)n(CCC(=O)NCC2Cc3cc(Cl)cc(-c4cnccn4)c3O2)n1 (stereo unspecified) | · | · | i
O=C(NCCO)c1cn(C2CCN(Cc3c(F)cccc3Cl)CC2)nn1 | · | · | i
CC(=O)Nc1ccccc1-c1nc(CNC(=O)c2ccc(-c3ccccc3F)cc2)c(C)o1 | · | · | i

Continuation.
Structure | SW480 rerep | MCF10A rerep | ATXN viability
COc1ccccc1C1CN(CC(=O)N[C@H]2CCCCNC2=O)Cc2ccccc2O1 (stereo partly specified) | · | · | i
COc1ccc(CN2CCCC(n3cc(C(=O)N4CCCCC4)nn3)C2)c(OC)c1C (stereo unspecified) | · | · | i
COc1cc(=O)n2c(c1C(=O)N(C)Cc1nonc1C)CCN(CC1CC=CCC1)CC2 (stereo unspecified) | · | · | i
Cc1cc(C(=O)NCC2CCC3(CCN(Cc4ccc(F)cc4)CC3)O2)n(C)n1 (stereo unspecified) | · | · | i
Cc1ccc(C(C)CCN2CCOc3ccc(CN4CCOCC4)cc3C2)o1 (stereo unspecified) | · | · | i
CC1CN(Cc2cccn2-c2cccnc2)Cc2cc(Cl)ccc2O1 (stereo unspecified) | · | · | i
COc1ccc(/C=C/C(=O)NCC2Cc3cc(Cl)cc(-c4ncccn4)c3O2)cc1 (stereo unspecified) | · | · | ?
COCC(=O)Nc1cc(C(=O)NC2CCCc3ccccc32)c2c(c1)nc(-c1ccncc1)n2C (stereo unspecified) | · | · | i
COc1ccc(-c2nc3cc(F)ccc3cc2CN(C(=O)c2cccc(OC)c2)C2CC2)cc1 | · | · | i
Cc1cccnc1-c1cccc2c1OC(CNC(=O)C(=O)c1ccccc1)C2 (stereo unspecified) | · | · | i

Remaining list, next part:
Structure | SW480 rerep | MCF10A rerep | ATXN viability
CC(C)Cc1nc2cc(NS(=O)(=O)N(C)C)cc(C(=O)N3CCN(c4ccccc4)CC3)c2n1C | · | · | i
Cc1c(C(=O)NCc2ccccc2Cl)sc2ncnc(NCC3CCCO3)c12 (stereo unspecified) | · | · | i
CC(C)(O)C#Cc1ccc(CN2CCc3nnc(CNC(=O)c4cccc(F)c4)n3CC2)cc1 | · | · | i
CCC1(C2CCN(C(=O)c3coc4c3C(=O)CCC4)CC2)NC(=O)N(CCc2scnc2C)C1=O (stereo unspecified) | · | · | i
Cc1cc(C(=O)Nc2ccccc2-c2nc(CNC(=O)c3cc4ccccc4cn3)c(C)o2)c(C)o1 | · | · | i
CCCS(=O)(=O)NCc1c(C)ncc2c1CCN(C(=O)/C=C/c1ccc(F)cc1F)C2 | · | · | i
COCCN1CCN(C(=O)c2cnn(-c3nccc(-c4cc5ccccc5o4)n3)c2C2CC2)CC1 | · | · | i
COc1ccccc1-c1ccnc(-n2ncc(C(=O)NCc3ccncc3)c2C)n1 | · | · | ?
Cc1cccnc1-c1cccc2c1OC(CNC(=O)Cc1c(C)noc1C)C2 (stereo unspecified) | · | · | i
COc1ccc(-n2c(CNC(=O)c3c(-c4ccccc4)noc3C)nnc2SC)cc1 | · | · | i

Next part
Structure | SW480 rerep | MCF10A rerep | ATXN viability
CCC1CN(CCNC(=O)c2ccnc(Cl)c2)Cc2cc(OC)ccc2O1 (stereo unspecified) | · | · | i
COC(=O)c1ccc(-c2cccc3c2OC(CNC(=O)c2ccc4c(c2)OCCO4)C3)nc1 (stereo unspecified) | · | · | ?
COc1ccc(-c2nc3cc(C)ccc3cc2CN(C(=O)c2cc(C)nn2C)C2CC2)cc1OC | · | · | i
CC(=O)[C@H]1CC[C@@H]2[C@H]3CC=C4C[C@@H](O)CC[C@]4(C)[C@H]3CC[C@]12C | · | · | i
COC(=O)c1c(OCc2ccccn2)cc(=O)n2c1CCN(Cc1cccc(C(F)(F)F)c1)CC2 | · | · | i
CCN1CCCC1CNC(=O)c1cnn(-c2nccc(-c3cccs3)n2)c1C1CC1 (stereo unspecified) | · | · | i
CC(=O)Nc1ccccc1-c1nc(CNC(=O)c2ccc(C)cc2)c(C)o1 | · | · | i
Cc1c(C(=O)NC(C)(C)CO)sc2ncnc(NCCN(C)C)c12 | · | · | i
COc1ccccc1CN1CCCC(n2cc(C(=O)N3CCCCC3)nn2)C1 (stereo unspecified) | · | · | i
CCC1CN(CC(=O)NC(C)c2cn(C)nc2C)Cc2cc(OC)ccc2O1 (stereo unspecified) | · | · | i

The list goes on:
Structure | SW480 rerep | MCF10A rerep | ATXN viability
CC(C)c1c(C(=O)NCC(C)(C)N2CCOCC2)cnn1-c1nccc(-c2ccccc2F)n1 | · | · | i
Cc1oc(-c2ccccc2NC(=O)c2ccsc2)nc1CN(C)CC1CC=CCC1 (stereo unspecified) | · | · | i
O=C(NCC1Cc2cccc(-c3cnccn3)c2O1)c1ccc2c(c1)OCCO2 (stereo unspecified) | · | · | ?
Cc1ncc2c(c1CNS(=O)(=O)N(C)C)CCN(C(=O)/C=C/c1ccccc1)C2 | · | · | i
O=C(NCC1(N2CCCCC2)CCCC1)c1cnn(-c2nccc(-c3cccs3)n2)c1C1CC1 | · | · | i
C=N[C@H](C(=O)N[C@@H]1C(=O)N2[C@@H]1SC(C)(C)[C@@H]2C(=O)O)c1ccccc1 | · | · | i
CCO[C@H]1[C@H](NC(=O)c2cccnc2)c2ccccc2C12CCN(C(=O)c1ccoc1)CC2 | · | · | ?
COc1ccc(-c2ccc(C(=O)N3CCc4c(cnc(C)c4CNS(=O)(=O)N(C)C)C3)o2)cc1 | · | · | i
O=C(c1cc(-c2ccccc2)on1)N1CCOc2ccc(CN3CCN(c4ccccn4)CC3)cc2C1 | · | · | i
CC(=O)c1ccc(F)c(-c2cc(C)cc3c2OC(CNC(=O)C[C@@H]2C[C@@H](C)NC(=S)N2)C3)c1 (stereo partly specified) | · | · | ?

Additional records follow.
Structure | SW480 rerep | MCF10A rerep | ATXN viability
O=C(O)c1cc2ccccc2c(Cc2cc3ccccc3c(C(=O)O)c2O)c1O (tested in a mixture with another compound) | · | · | i
CCN1CCCC1CNCc1cc2ccc(SC)cc2nc1-c1cc(OC)ccc1OC (stereo unspecified) | · | · | i
OCCN1CCN(Cc2ccc3c(c2)CN(Cc2cc4ccccc4o2)CCO3)CC1 | · | · | ?
CC(C)NC[C@@H](O)COc1cccc2[nH]ccc12 | · | · | i
Oc1ccc(Cl)cc1CN1CCOc2c(O)cc(-c3nc4ccccc4s3)cc2C1 | · | · | ?
CO[C@H]1C[C@H](O[C@H]2[C@H](C)O[C@@H](O[C@@H]3/C(C)=C/C[C@@H]4C[C@@H](C[C@]5(C=C[C@H](C)[C@@H](C6CCCCC6)O5)O4)OC(=O)[C@@H]4C=C(C)[C@@H](O)[C@H]5OC/C(=C\C=C\[C@@H]3C)[C@]54O)C[C@@H]2OC)O[C@@H](C)[C@@H]1O | · | · | 3.2µM*
O=C(CCn1c(=O)[nH]c2ccccc21)NCC1Cc2cc(Cl)cc(-c3ccncc3)c2O1 (stereo unspecified) | · | · | i
C[C@@H]1CN(Cc2ccc3c(c2)CN(Cc2coc4ccccc4c2=O)CCO3)C[C@H](C)O1 | · | · | i
OCCN1CCN(Cc2ccc3c(c2)CN(Cc2cccn2-c2ccccn2)CCO3)CC1 | · | · | i
O=C(NC1CCN(Cc2ccccc2)C1)c1cnn(-c2ncc3c(n2)-c2ccccc2CC3)c1C1CC1 (stereo unspecified) | · | · | i

Other compounds:
Structure | SW480 rerep | MCF10A rerep | ATXN viability
O=C1CN(/N=C\c2ccc([N+](=O)[O-])o2)C(=O)N1 | · | · | ?
CS(=O)(=O)c1ccc(-c2ccc3c(c2)CC(CNC(=O)C2(N4CCOCC4)CCCCC2)O3)cc1 (stereo unspecified) | · | · | i
COC(=O)c1cn([C@@H]2C[C@@H](C(=O)Nc3cccc(SC)c3)N(C3CCCCCC3)C2)nn1 | · | · | ?
CCn1c(-c2ccccc2F)nc2cc(NC(C)=O)cc(C(=O)N3CCCCC3c3nccn3C)c21 (stereo unspecified) | · | · | i
COC(=O)C1CCCCN1Cc1ccc2c(c1)CN(C(=O)c1csc(-c3cccs3)n1)CCO2 (stereo unspecified) | · | · | i
COc1ccccc1C1CN(CCNC(=O)[C@@H]2CSC(=O)N2)Cc2ccccc2O1 (stereo partly specified) | · | · | i
COc1ccccc1-n1cc(CN2CCC3(CCC(CNC(=O)c4ccccc4)O3)CC2)cn1 (stereo unspecified) | · | · | i
COC(=O)c1ccccc1-c1cc(C)cc2c1OC(CNC(=O)c1ccn(C)n1)C2 (stereo unspecified) | · | · | ?
COc1ccc2c(c1)CCc1cnc(-n3ncc(C(=O)NCC(C)(C)CN(C)C)c3C)nc1-2 | · | · | i
Oc1cc(-c2nc3ccccc3s2)cc2c1OCCN(Cc1cn[nH]c1-c1ccc(Cl)cc1)C2 | · | · | ?

Additional results
Structure | SW480 rerep | MCF10A rerep | ATXN viability
Cc1cccc(-c2cnc(C)nc2C2CCCN(C(=O)c3cccc(Cn4cccn4)c3)C2)c1 (stereo unspecified) | · | · | i
COCCN(C)C(=O)c1cnn(-c2ncc3c(n2)-c2ccccc2CC3)c1C | · | · | i
O=C(NCc1ccccn1)c1cnn(-c2nccc(-c3cccs3)n2)c1C1CC1 | · | · | i
CSc1ncccc1C(=O)NCC1Cc2cc(F)cc(-c3cncnc3)c2O1 (stereo unspecified) | · | · | i
C[C@@H]1C/C=C/C=C/C=C/C=C/[C@H](O[C@@H]2O[C@H](C)[C@@H](O)[C@H](N)[C@@H]2O)C[C@@H]2O[C@](O)(C[C@@H](O)C[C@H]3O[C@@H]3/C=C/C(=O)O1)C[C@H](O)[C@H]2C(=O)O | · | · | i
CO[C@@H]1[C@@H](O[C@@H]2O[C@H](C)[C@@H](O[C@H]3C[C@@](C)(O)[C@@H](O)[C@H](C)O3)[C@H](N(C)C)[C@H]2O)[C@@H](CC=O)C[C@@H](C)[C@@H](O[C@@H]2CC[C@H](N(C)C)[C@@H](C)O2)/C=C/C=C/C[C@@H](C)OC(=O)C[C@H]1O | · | · | i
COc1ccccc1C1CN(Cc2ccccc2O)Cc2ccccc2O1 (stereo unspecified) | · | · | i
CN(C)C(=O)CCC(=O)NCC1Cc2cccc(-c3ccccc3C(F)(F)F)c2O1 (stereo unspecified) | · | · | i
COCC1CCCN(Cc2ccc3c(c2)CN(C(=O)c2ccc(OC)nc2OC)CCO3)C1 (stereo unspecified) | · | · | i
Cc1oc(-c2ccccc2NC(=O)C2CCCO2)nc1CNC(=O)c1cc(Cl)ccc1F (stereo unspecified) | · | · | i

The closing 2 entries of the section above are carried over, then new ones follow:
Structure | SW480 rerep | MCF10A rerep | ATXN viability
COCC1CCCN(Cc2ccc3c(c2)CN(C(=O)c2ccc(OC)nc2OC)CCO3)C1 (stereo unspecified) | · | · | i
Cc1oc(-c2ccccc2NC(=O)C2CCCO2)nc1CNC(=O)c1cc(Cl)ccc1F (stereo unspecified) | · | · | i
O=C(NCc1ccncc1)c1cnn(-c2ncc3c(n2)-c2ccccc2CC3)c1C1CC1 | · | · | i
Cc1cnc(SCc2ccccn2)nc1C1CCCN(C(=O)c2cc3ccccc3oc2=O)C1 (stereo unspecified) | · | · | i
N[C@H](C(=O)N[C@@H]1C(=O)N2C(C(=O)O)=C(Cl)CS[C@@H]12)c1ccccc1 | · | · | i
Cc1ccc2c(c1)CN(CCNC(=O)C(C)Oc1ccccc1)CC(C)O2 (stereo unspecified) | · | · | i
Cc1ncc2c(c1CNC(=O)c1cncs1)CCN(C(=O)c1ccc(-c3ccccc3)cc1)C2 | · | · | i
C/C=C(/CC[C@@H](C)[C@H]1CC[C@H]2C3=CC[C@H]4[C@H](C)[C@@H](O)CC[C@]4(C)[C@H]3CC[C@]12C)C(C)C | · | · | i
COC(=O)[C@@]1(Cc2ccc(OC)cc2)[C@H]2c3cc(C(=O)N4CCCC4)n(CCN4CCNC4=O)c3C[C@H]2CN1C(=O)c1ccccc1 | 27% | 8% | ·
O=C(CC1NCCC[C@H]1O)Cn1cnc2cc(Br)c(Cl)cc2c1=O (stereo partly specified) | 1% | 3% | ·
